Screening data from PubChem BioAssay.
AmpC inh detg = qHTS Inhibitors of AmpC Beta-Lactamase (assay with detergent) | AmpC hydrolysis of nitrocefin, absorbance 480 nm, 0.01% Triton | Potency, µM (series often up to 114 µM), inactives show at the top dose activity change, negative = inhibition, most hits filed as inhibitors | AID 485294, 2010 | actives 0.041% (n = 370,000) | P00811;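 further: potency means the concentration at half of the fitted maximal effect; 0% = no-compound wells and -100% = no-enzyme wells; nearly all actives have a fitted effect of over 25% in size; some results filed as inactive show a strong effect at the top dose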
Target sequence (P00811 whole entry, looked up): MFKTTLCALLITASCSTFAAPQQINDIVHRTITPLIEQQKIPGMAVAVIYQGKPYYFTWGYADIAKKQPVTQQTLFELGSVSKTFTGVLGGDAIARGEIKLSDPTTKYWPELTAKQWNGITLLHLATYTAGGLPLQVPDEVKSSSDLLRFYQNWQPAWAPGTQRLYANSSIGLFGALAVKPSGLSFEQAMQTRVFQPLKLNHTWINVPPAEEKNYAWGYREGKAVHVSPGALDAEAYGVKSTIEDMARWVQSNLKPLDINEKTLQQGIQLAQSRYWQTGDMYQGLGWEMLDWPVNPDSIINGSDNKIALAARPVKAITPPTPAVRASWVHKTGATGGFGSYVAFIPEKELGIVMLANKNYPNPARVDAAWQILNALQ
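AmpC (5.3 nM in the dispensed reagent) in 20 mM phosphate pH 7.0 with 0.01% (detergent screen) or 0.0001% Triton X-100 was preincubated with compounds for 15 min at room temperature. Nitrocefin was then added from an 800 uM solution, and hydrolysis was followed at 480 nm.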
AMA1-RON2 inh = qHTS for Inhibitors of AMA1-RON; Towards Development of Antimalarial Drug Lead: Primary Screen. actives 0.2% (n = 360,000). Plasmodium falciparum AMA1 (3D7) - RON2 peptide interaction. AlphaScreen AMA1-biotinylated RON2 peptide binding. AID 720542, 2013. Potency, µM (top dose mostly 58.2 µM), without a hit: at the top dose activity change, negative = inhibition, most hits filed as inhibitors;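 further: potency means the concentration at half of the fitted maximal effect; 0% = vehicle wells and -100% = peptide control; nearly all actives have a fitted effect of over 45% in size; some results filed as inactive show a strong effect at the top dose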
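AMA1 (3D7) with his tag at 25 nM final met compounds first, then biotinylated RON2 peptide at 25 nM; detection used donor plus acceptor beads, 10 µg/mL apiece, read by AlphaScreen after 30 min at room temperature.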
Giardia FBPA inh = qHTS Assay for Inhibitors of Fructose-1,6-bisphosphate Aldolase from Giardia Lamblia. actives 0.71% (n = 290,000). Potency, µM (doses to about 59.6 µM), inactives show top-dose activity, negative = inhibition, hits mostly inhibitors. AID 2451, 2010. purified Giardia FBPA; further: potency means the concentration at half of the fitted maximal effect; nearly all actives have a fitted effect of over 55% in size
Target sequence (A8B2U2 whole entry, looked up): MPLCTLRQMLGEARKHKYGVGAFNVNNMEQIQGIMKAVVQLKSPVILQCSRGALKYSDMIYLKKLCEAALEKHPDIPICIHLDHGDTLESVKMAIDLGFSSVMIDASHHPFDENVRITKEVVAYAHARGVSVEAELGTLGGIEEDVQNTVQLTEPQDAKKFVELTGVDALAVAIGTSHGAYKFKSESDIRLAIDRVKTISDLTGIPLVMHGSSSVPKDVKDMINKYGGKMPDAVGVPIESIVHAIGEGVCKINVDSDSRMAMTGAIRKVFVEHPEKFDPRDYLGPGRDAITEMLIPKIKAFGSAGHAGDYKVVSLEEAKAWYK
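40 nM FBPA preincubated 10 min at RT with compound (up to 57.5 uM final), then substrate plus GAPDH/TPI/NAD/arsenate coupling and diaphorase/resazurin added. Fluorescence read after 20 min at RT, 525/598 nm.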
HCMV inh = qHTS Assay for inhibitors of the human cytomegalovirus (HCMV); activity change, negative = inhibition, % at 57.5 µM; HFF cells, HCMV-luciferase reporter, 72 h; hits give low values; AID 1259415, 2018; actives 4.5% (n = 410,000); in the data active means activity change below about -60%; inconclusive means no clear call, values can overlap the other calls; inactive means above about -39%
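Compounds were evaluated in HFFs infected with an HCMV luciferase reporter virus (MOI 1 PFU/cell). Luciferase in lysates collected 72 h post infection served as the replication measure.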
HCV inh = qHTS Assay for Inhibitors of Hepatitis C Virus (HCV); Huh7.5.1 HCVcc-Cre infection, luciferase reporter, 44 h; Potency, µM (top dose mostly 41.8 µM), for inactives: at the highest dose activity change, negative = inhibition, usual class: inhibitors; actives 3.4% (n = 340,000); further: potency means the concentration at half of the fitted maximal effect
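Reporter virus HCVcc-Cre (~0.5 moi) infects cells exposed to compound; seeding density 1,000 cells/well with 4 h settling beforehand. Luminescence, 15 sec read, taken 44 h post-infection following a 15 min RT substrate incubation.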
Sm TGR inh = qHTS Assay for the Inhibitors of Schistosoma Mansoni Peroxiredoxins. Schistosoma mansoni thioredoxin glutathione reductase (TGR), Q962Y6. purified TGR, DTNB reduction, TNB absorbance 405 nm. Potency, µM (titrated, usually from 114 µM), inactives show at the highest dose activity change, negative = inhibition, most hits filed as inhibitors. actives 3% (n = 360,000); further: potency means the concentration at half of the fitted maximal effect; nearly all actives have a fitted effect of over 60% in size
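First, TGR (20 nM dispensed) and NADPH were mixed with compound. Second, a 15 min room-temperature incubation followed. Third, further NADPH and then DTNB were added to start the reaction. Finally, TNB absorbance was monitored kinetically.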
An asterisk follows results filed as active; ? = inconclusive; nt = no result given; [ ] = another dose, or the depositor's remark. Unless noted, the call rests on the fitted dose curve; in most records, active means well fitted curve in the direction sought with a large enough effect; inconclusive means small, poorly fitted or top-dose-only effect, or another doubt; inactive means no such curve, though single readings can be large; an effect the other way counts as inactive or inconclusive. Unless noted, on the % scale 0 is the no-effect control and ±100 the full control effect.

mol,AmpC inh detg,AMA1-RON2 inh,Giardia FBPA inh,HCMV inh,HCV inh,Sm TGR inh
Cc1cc(Oc2ccc([N+](=O)[O-])cc2)nc(N2CCOCC2)n1,-2.4%,-10.2%,-16.2%,51.0,-2.1%,-0.3%
CCOC(=O)N/N=C/c1c[nH]c2ccccc12,?,-1.5%,-0.4%,-3.5,1.5%,?
CC(C)NC(=O)c1ccccc1NC(=O)Cc1ccc([N+](=O)[O-])cc1,-0.8%,2.8%,-0.7%,21.5,8.2%,1.4%
CC(C)c1ccc(CN2CCC(C(=O)NCc3cccnc3)CC2)cc1,?,-1.5%,?,32.1,-6.2%,4.0%
O=C(NCCNC(=O)c1cnccn1)c1ccc(Cl)cc1,-3.5%,5.3%,15.0%,-33.2,3.4%,-10.1%
O=C(NCCCN1CCOCC1)c1cc2cc(Br)ccc2oc1=O,2.2%,-6.9%,-1.6%,-15.9,10.8%,11.3%
Cc1ccc(N2C(=O)c3ccc(C(=O)N4CCOCC4)cc3C2=O)cc1C,?,-12.8%,2.2%,14.6,-0.9%,-17.8%
Cc1cccc(N2CCN(C(=O)C3CCN(S(=O)(=O)Cc4ccccc4)CC3)CC2)c1C,10.6%,nt,nt,20.4,nt,0.2%
CCCCN(c1ccccc1)S(=O)(=O)c1ccc2c(c1)CC(C)N2C(=O)C1CC1 (configuration not stated),17.8%,nt,nt,-20.5,nt,-1.7%
Nc1nc(-c2ccccc2Cl)cs1,nt,-7.3%,nt,-4.7,16.7%,nt
COc1cc2c(cc1OC)/C(=C/C(=O)c1ccccc1F)NCC2,-2.3%,-11.6%,4.1%,-30.3,-5.5%,0.0%
Cc1ccccc1OCCNc1ccc(C(F)(F)F)cc1[N+](=O)[O-],-5.3%,?,0.8%,10.3,-12.4%,-7.4%
CN(C)c1ccc(NC(=O)c2ccc([N+](=O)[O-])cc2Cl)cc1,100µM*,-7.9%,-3.3%,26.6,8.9%,0.0%
CCc1cccc(CC)c1NC(=S)/C(=C(\[O-])c1ccc(Cl)s1)[n+]1ccccc1,?,0.0%,?,-31.9,-22.1%,-1.0%
COc1cc(CNc2cc(C)ccc2C)cc(OC)c1OC,-3.9%,-8.1%,-7.9%,-6.8,-16.2%,0.0%

The list goes on, overlapping the part above by three compounds.
mol,AmpC inh detg,AMA1-RON2 inh,Giardia FBPA inh,HCMV inh,HCV inh,Sm TGR inh
CN(C)c1ccc(NC(=O)c2ccc([N+](=O)[O-])cc2Cl)cc1,100µM*,-7.9%,-3.3%,26.6,8.9%,0.0%
CCc1cccc(CC)c1NC(=S)/C(=C(\[O-])c1ccc(Cl)s1)[n+]1ccccc1,?,0.0%,?,-31.9,-22.1%,-1.0%
COc1cc(CNc2cc(C)ccc2C)cc(OC)c1OC,-3.9%,-8.1%,-7.9%,-6.8,-16.2%,0.0%
O=C(NCCN1CCc2ccccc2C1)Nc1ccc(F)cc1,-20.7%,-15.5%,?,10.0,-2.2%,0.9%
COC(=O)c1cc(COc2ccc3oc(C)c(C(=O)OC(C)C)c3c2)c(C)o1,-2.0%,-6.1%,-0.6%,12.4,?,-2.3%
O=C(COc1ccc(F)cc1)N1CCC(Cc2ccccc2)CC1,5.7%,4.5%,19.2%,nt,-0.6%,6.5%
O=C(O)c1ccccc1C1Nc2ccccc2C(=O)N1CCCN1CCOCC1 (configuration not stated),-2.9%,-2.1%,9.7%,-18.2,9.6%,8.6%
CN(C(=O)c1ccc2c(c1)N(Cc1ccccc1F)C(=O)c1ccccc1S2)C1CCCCC1,4.7%,nt,nt,?,nt,4.1%
Cc1ccc(NC(=O)CCNS(=O)(=O)c2ccc3c(c2)c(=O)n(C)c(=O)n3C)cc1C,-2.0%,1.7%,-1.0%,-17.4,3.5%,2.4%
CC(OC(=O)CCC(=O)c1ccc(Cl)s1)C(=O)NC1(C#N)CCCCC1 (configuration not stated),3.3%,-7.1%[11.6 µM],nt,-0.3,2.2%,18.9%
O=C(C(=O)N1CCCC1CO)N1CCCC1CO (configuration not stated),-9.9%,-12.1%,-0.5%,18.4,5.7%,0.0%
CN(C)CCOc1ccc(-c2c(-c3ccsc3)sc3ccccc23)cc1,nt,?,nt,-21.7,?,nt
Cc1cccc(N=Cc2[nH]c3ccc(Br)c(Cl)c3c2O)c1,0.0%,8.1%[11.6 µM],?,148.5,23.1%,?
COc1cc(NC(=O)c2cc3c(C)nc4ccccc4c3o2)cc(OC)c1OC,?,-4.8%,-2.1%,-23.8,?,2.4%
CCOc1ccc(CCNC(=O)CCNC(=O)c2ccco2)cc1OCC,9.2%,18.2%,nt,30.2,6.4%,-1.5%
O=C(Cn1cnc2c(nnn2-c2ccc(F)cc2)c1=O)NCc1ccco1,-10.7%,6.1%,0.6%,-22.8,12.2%,79.4µM*
COc1cc(-c2nnc(SCC(=O)NC(C)C)o2)cc(OC)c1OC,16.4%,nt,nt,21.3,nt,-0.1%
CCN(CC)c1ccc(NC(=O)Cn2c(C(C)NC(=O)c3ccccc3)nc3ccccc32)cc1 (configuration not stated),6.1%,-3.4%,2.0%,66.7,4.7%,-10.1%

An excerpt of these results, with two lines to a compound.
Fields – AmpC inh detg, AMA1-RON2 inh, Giardia FBPA inh, HCMV inh, HCV inh, Sm TGR inh
- COc1cc(CNc2cc(C)ccc2C)cc(OC)c1OC
→ -3.9%, -8.1%, -7.9%, -6.8, -16.2%, 0.0%
- Cc1cc(Oc2ccc([N+](=O)[O-])cc2)nc(N2CCOCC2)n1
→ -2.4%, -10.2%, -16.2%, 51.0, -2.1%, -0.3%

(continued)
mol,AmpC inh detg,AMA1-RON2 inh,Giardia FBPA inh,HCMV inh,HCV inh,Sm TGR inh
O=C1CN(C(=O)c2cccc(F)c2)C(c2ccc(F)cc2)c2cc(F)ccc2N1 (configuration not stated),4.0%,20.7%,-1.6%,29.7,-5.1%,-5.3%
COc1cc(-c2nc(C(=O)NCC3CCCO3)cc3c2[nH]c2ccccc23)cc(OC)c1OC (configuration not stated),-7.8%,27.2%,8.91µM*,18.1,3.55µM*,4.0%
COc1ccc(C(c2sc3nc(C)nn3c2O)N2CCC(C(N)=O)CC2)cc1OC (configuration not stated),?,4.3%,-11.9%,-0.1,?,1.6%
CCN1CCN(c2ccc(S(=O)(=O)N3CCOCC3)cc2N)CC1,nt,-11.1%,nt,-23.6,-4.3%,nt
O=C(NCCc1ccccn1)c1cc(-c2ccc(Cl)c(Cl)c2Cl)nc2ccccc12,3.4%,0.2%,-2.9%,?,?,-12.0%
CCCCN(CCCNC(=O)c1c(C)cc(=O)oc1C)c1ccccc1,1.8%,-23.9%,1.0%,24.4,3.98µM*,-24.3%
O=C(Cn1c(=O)oc2ccccc21)NCc1ccc(Cl)cc1,5.7%,nt,nt,-32.5,nt,9.8%
COc1ccc(NC(=O)c2ccc(NC(=O)CN3CCN(c4ccc(O)cc4)CC3)cc2)cc1,nt,-2.3%,nt,0.0,?,nt
O=[N+]([O-])c1ccc(/C=N/NC(=S)Nc2ccc(Cl)cc2Cl)s1,-4.1%,53.7%[activator],-27.3%,-63.7*,?,44.7µM*
Cc1ccc2oc(-c3ccc(C)c(NC(=O)/C=C/c4ccc(Cl)cc4)c3)nc2c1,-4.3%,nt,nt,109.1,nt,-11.9%
Cc1ncc(CN2CCCC(CCC(=O)NCc3ccccc3F)C2)s1 (configuration not stated),0.2%,-5.8%,3.7%,4.1,-17.2%,3.4%[57.1 µM]
CC(C)c1ccc(NC(=O)C2CCC(CNC(=O)[C@@H]3Cc4ccccc4CN3)CC2)cc1 (some centres not stated),2.2%,-7.1%,-28.5%,0.0,14.1µM*,-13.6%
COc1ccccc1C(=O)NCCCNC(=O)c1ccccn1,-0.9%,111.8%[activator],-11.3%,6.7,13.8%,0.2%
Cc1ccc(C)c2sc(N)nc12,-3.4%,0.0%,-4.0%,17.5,?,-0.7%
CCCC(=O)Nc1ccc(C#Cc2ccccc2)cc1,-11.4%,11.8%,8.8%,47.0,?,6.3%
CC1CCC(NC(=O)c2cc(C3CC3)nn2-c2ccccc2)CC1 (configuration not stated),-8.2%,2.7%,nt,4.7,-20.7%,-0.8%
Cc1cc(OCC(=O)Nc2sc3c(c2C#N)CCC(C)C3)ccc1Cl (configuration not stated),12.6%,nt,nt,3.4,nt,-1.9%
COc1ccc(/C=C(\C#N)C(=O)OCC(=O)NC(C)c2ccccc2)cc1 (configuration not stated),-3.2%,-5.1%,-8.8%,-11.7,4.4%,-2.5%
O=C1CCCCC1C(O)c1ccc(Cl)cc1 (configuration not stated),2.5%,nt,3.7%,nt,nt,-22.3%
CC(=O)c1ccc(NC(=S)NCCc2cccc(Cl)c2)cc1,-1.3%,23.9%,-5.7%,56.5,-9.2%,nt
CNC(=O)COc1coc(CN2CCN(C(=O)c3ccco3)CC2)cc1=O,1.0%,4.8%,nt,-15.4,17.7%,-2.4%
Cc1ccc(C)c(NC(=O)C[n+]2ccccc2)c1,?,-8.8%,-10.6%,10.5,18.4%,2.6%
CCOC(=O)CCc1nc2ccccc2[nH]1,-4.0%,1.5%,-4.3%,43.2,7.9%,10.6%
Cc1ccccc1C(=O)NNC(=O)CSc1nnc(C)n1-c1ccccc1,-12.3%,30.7%[activator],0.7%,-23.6,4.1%,3.0%
CCOC(=O)C(C(=O)OCC)C(CC(=O)C1CC1)c1ccccc1 (configuration not stated),1.4%,5.5%,9.6%,12.7,22.5%,0.0%
Cc1cccc(NC(=O)c2cccc(NC(=O)c3ccco3)c2)c1C,nt,-2.8%,nt,-15.8,-16.6%,nt
Cc1nc2c(C(=O)NCc3ccccc3)cnn2c(C)c1Cc1ccc(F)cc1,-2.1%,nt,nt,6.9,nt,14.9%
C=CCc1cc(OC)ccc1OCCN(C)Cc1ccccc1,-1.5%,?,?,5.6,-6.4%,5.6%
Cc1ccc(C)c(N2CCN(CC(=O)Nc3ccc([N+](=O)[O-])cc3C(=O)Nc3ccccc3F)CC2)c1,2.3%,-1.7%,-2.4%,4.9,-3.4%,16.9%
CCCNC(=O)c1ccc(N2CC3CC(C2)c2cccc(=O)n2C3)c(NC(=O)Nc2ccc(CC)cc2)c1 (configuration not stated),1.3%,-11.5%,nt,0.0,-12.1%,5.2%
COc1cc(-c2cc(-c3ccccc3)nc(SCC(=O)O)c2C#N)cc(OC)c1OC,3.2%,-14.6%,3.3%,-12.6,11.3%,-2.7%
CC(=O)c1oc2ccccc2c1N,-8.3%,-2.6%,7.0%,65.3,19.6%,-32.5%
CCOc1ccc(CN2C(=O)c3ccccc3C2C(=O)NC(C)CC)cc1OC (configuration not stated),-0.8%,2.8%,10.5%,-22.2,18.1%,-2.5%
O=c1[nH]c2ccc(NC(=S)Nc3ccccc3Cl)cc2[nH]1,-3.8%,1.2%,?,-1.9,6.2%,50.1µM*
